# Bioassay records (PubChem)
# DAX1 inh-1 – DAX1 (NR0B1) inhibitors, primary screen, cell-based, HEK293, Gal4-DAX1, luciferase luminescence; Nuclear receptor subfamily 0 group B member 1 (Homo sapiens), P51843; HEK293 Gal4-DAX1 luciferase reporter; inhibition, % at 6.75 µM; 340,000 tested, 0.99% active; AID 504766, 2011;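 active = inhibition above the mean over all tested compounds plus 3 SD, cut at about 4.2% in these data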;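 note: 0% = DAX1-transfected cells with DMSO and 100% = empty-vector control cells with DMSO; inhibition shows as a rise in luminescence from relieved DAX1 repression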
# ADAM10 inh – human ADAM10 inhibitors, primary screen, biochemical, QFRET, HTS | recombinant ADAM10, EDANS/DABCYL FRET peptide cleavage, 3 h | inhibition, % at 7 µM | Disintegrin and metalloproteinase domain-containing protein 10 (Homo sapiens), O14672 | 370,000 tested, 0.62% active;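 active = inhibition above a per-campaign cutoff equal to the mean of compounds falling between control-based bounds plus 3 SD, cut at about 20% in these data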;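 note: 0% = DMSO wells while the 100% control is not disclosed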
# hgDAF-12 ag – H. glycines DAF-12 receptor agonists, primary screen, cell-based, luminescence, HEK293, GAL4 fusion, UAS-luciferase | 370,000 tested, 1.8% active | HEK293 GAL4-hgDAF12 UAS-luciferase reporter, agonist luminescence; normalized to butyrate control | Nuclear hormone receptor DAF-12 (Heterodera glycines), GAL4 fusion | activation, % at 6.8 µM | AID 687014, 2013;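 active = activation above a cutoff set at the mean of all screened compounds plus 3 SD, cut at about 10% in these data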;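 note: 0% = DMSO wells and 100% = sodium butyrate wells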
# HGIII-sPLA2 inh – human group III sPLA2 inhibitors, primary screen, biochemical, QFRET, BODIPY PC-A2 liposome substrate; Group 3 secretory phospholipase A2 (Homo sapiens), Q9NZ20; QFRET BODIPY PC-A2 liposome hydrolysis, fluorescence; inhibition, % at 12.2 µM; 370,000 tested, 0.56% active; AID 743126, 2013;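 active = inhibition above mean plus 3 SD of compounds lying within the high and low control bounds, cut at about 19% in these data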;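 note: 0% = median of test compound wells and 100% = no enzyme DMSO wells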
# NPR1 activator – GC-A stimulated cGMP production enhancers – HEK293 GC-A cells, cGMP TR-FRET, EC30 ANP, primary screen. Atrial natriuretic peptide receptor 1 (Homo sapiens), P16066. activation, % at 10 µM. 370,000 tested, 0.14% active. 0% at EC30 ANP, 100% saturating ANP. AID 1671463, 2021; in the data active = activation above about 40%
# SMARCA2 act – SMARCA2 (BRM) function activators, primary screen, cell-based, luminescence, high throughput. AID 652017, 2013. 370,000 tested, 1% active. activation, % at 9.1 µM. MG213 cells, MMTV-luciferase reporter, dexamethasone, overnight; in the data active = activation above about 7.8%;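 note: 0% = vehicle wells and 100% = reference activator wells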
# FXN GAA850 act – FXN promoter activators, primary screen, cell-based, luciferase luminescence, HEK293 lucGAA850. 360,000 tested, 0.56% active. activation, % at 6 µM. HEK293 lucGAA850 FXN promoter luciferase reporter, 24 h; percent of 10 µM SAHA response;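 active = activation above the average of all compounds screened plus 3 SD, cutoff fixed separately per campaign, cut at about 7.5% in these data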;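 note: 0% = DMSO wells and 100% = 10 µM SAHA wells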
# hcDAF-12 act – H. contortus DAF-12 nuclear receptor activators, primary screen, cell-based, luminescence, HEK293, lit1-tk-luc reporter. activation, % at 6.8 µM. 370,000 tested, 1.4% active. HEK293 hcDAF-12 lit1-tk-luc reporter; 0% DMSO, 100% Δ7-dafachronic acid. AID 652067, 2013;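 active = activation above the mean of all tested compounds plus 3 SD, cut at about 5.5% in these data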;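 note: 100% = response to 3 µM Δ7-dafachronic acid high control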
# DAX1 inh-2 – DAX1 (NR0B1) inhibitors on StAR promoter, primary screen, cell-based, luminescence, SF-1 (NR5A1), full-length DAX-1 | inhibition, % at 6.8 µM | HEK293T StAR-luciferase reporter, SF-1/DAX-1 repression relief | 370,000 tested, 1.1% active | AID 652010, 2013;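 active = inhibition above the mean over all tested compounds plus 3 SD, cut at about 3.6% in these data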;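 note: 0% = DAX-1 cells with DMSO and 100% = cells lacking DAX-1 with DMSO; higher inhibition means more luminescence from relief of DAX-1 repression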
# ssDAF12 agonist – S. stercoralis DAF-12 nuclear receptor activators, primary screen, cell-based, luminescence, HEK293, GRIP1 co-expression, lit1-tk-luc | HEK293 ssDAF-12/GRIP1 lit1-tk-luc reporter; % of 3 µM dafachronic acid response | AID 652126, 2013 | Nuclear hormone receptor DAF-12 (Strongyloides stercoralis) | 370,000 tested, 1% active | activation, % at 6.8 µM;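 active = activation above the mean over all tested compounds plus 3 SD, cut at about 0.9% in these data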;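 note: 0% = DMSO-only wells and 100% = 3 µM delta7-dafachronic acid wells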
# NPR2 activator – human GC-B receptor activators, primary screen, HEK293 GC-B cells, cGMP TR-FRET, EC30 CNP; Atrial natriuretic peptide receptor 2 (Homo sapiens), P20594; activation, % at 10 µM; 370,000 tested, 0.11% active; 0% at EC30 CNP, 100% saturating CNP;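 active = activation at 10 µM reaching about 35% in either raw or pattern-adjusted values, limit read from the data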
# Target sequence (P20594 whole entry, looked up): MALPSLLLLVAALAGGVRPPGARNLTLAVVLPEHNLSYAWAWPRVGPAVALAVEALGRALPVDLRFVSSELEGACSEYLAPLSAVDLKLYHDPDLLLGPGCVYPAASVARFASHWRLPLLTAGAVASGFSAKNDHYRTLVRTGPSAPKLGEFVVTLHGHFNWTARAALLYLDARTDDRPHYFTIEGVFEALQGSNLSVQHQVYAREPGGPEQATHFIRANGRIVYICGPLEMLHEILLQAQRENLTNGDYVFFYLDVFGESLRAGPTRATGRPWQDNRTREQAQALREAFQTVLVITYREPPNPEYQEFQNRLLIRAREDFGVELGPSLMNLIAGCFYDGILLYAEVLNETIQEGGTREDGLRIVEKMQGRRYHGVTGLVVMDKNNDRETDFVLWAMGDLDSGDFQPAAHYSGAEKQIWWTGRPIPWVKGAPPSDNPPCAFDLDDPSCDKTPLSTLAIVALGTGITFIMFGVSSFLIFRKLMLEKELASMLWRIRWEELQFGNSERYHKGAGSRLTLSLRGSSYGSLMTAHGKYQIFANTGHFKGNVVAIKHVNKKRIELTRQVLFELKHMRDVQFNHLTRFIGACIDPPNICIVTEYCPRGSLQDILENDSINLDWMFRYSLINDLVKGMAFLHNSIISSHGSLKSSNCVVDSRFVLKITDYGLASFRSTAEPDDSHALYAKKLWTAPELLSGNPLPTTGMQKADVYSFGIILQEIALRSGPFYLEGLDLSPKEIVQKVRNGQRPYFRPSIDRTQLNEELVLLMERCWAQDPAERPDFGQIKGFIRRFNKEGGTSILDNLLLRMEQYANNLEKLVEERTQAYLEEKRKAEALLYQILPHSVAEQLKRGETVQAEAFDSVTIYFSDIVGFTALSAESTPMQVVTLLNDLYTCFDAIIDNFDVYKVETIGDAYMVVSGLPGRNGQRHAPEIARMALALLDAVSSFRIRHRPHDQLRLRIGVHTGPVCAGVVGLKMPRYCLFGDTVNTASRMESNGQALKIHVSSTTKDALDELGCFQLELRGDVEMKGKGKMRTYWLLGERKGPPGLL
# Active calls of the source: *; · = no result given. A portion of the library; count on the stated rates, not on these rows.
no.	compound	DAX1 inh-1	ADAM10 inh	hgDAF-12 ag	HGIII-sPLA2 inh	NPR1 activator	SMARCA2 act	FXN GAA850 act	hcDAF-12 act	DAX1 inh-2	ssDAF12 agonist	NPR2 activator
1	CCOC(=O)CNC(=O)N1Cc2cc(-c3ccccc3)ccc2-n2nncc2C1	·	-2.7	3.7	-5.8	1.9	-2.1	·	-1.3	0.1	-0.7	3.1
2	C=CCn1c(O)c(C(CC)=NCCN2CCN(C(=S)NC)CC2)c(=O)[nH]c1=O	2.8	2.0	-1.3	-0.8	-3.0	1.5	0.6	0.2	-0.3	-1.1	-12.8
3	COc1ccc(-[n+]2c(-c3ccccc3)cc(-c3ccccc3)cc2-c2ccccc2)cc1	·	-5.0	-7.8	5.8	-10.9	-6.4	·	-5.5	-2.7	-2.5	-5.5
4	CC(=O)N1c2ccccc2C(c2ccccc2)=NCC1C(=O)NC1CCCCC1 (stereo not drawn)	·	1.1	2.2	4.5	-2.7	2.1	·	-2.0	-3.8	0.0	-1.4
5	O=C(c1ccc2c(c1)N(Cc1ccc(F)cc1)CCS2)N1CCC2(CC1)OCCO2	-1.4	-432.1	1.9	-3.7	2.2	-1.9	-0.5	-0.7	0.7	-1.6	-4.2
6	NC(C(=O)O)c1cc(=O)[nH]o1 (stereo not drawn)	0.6	2.0	1.9	-1.2	3.4	-5.7	0.0	-0.4	-0.6	-1.0	1.9
7	O=[N+]([O-])c1ccc(N2CCCC2)c(F)c1Br	1.5	-2.2	3.5	4.9	3.0	-2.8	1.8	-0.9	-0.3	-2.0	1.9
8	CC(=O)Cc1ccc(OC(C)C)cc1	0.8	0.4	0.1	13.8	0.8	-6.3	1.9	0.7	1.6	-1.2	1.2
9	COc1ccc(S(=O)(=O)NC(CC(=O)N2CCC3(CC2)OCCO3)c2ccco2)cc1 (stereo not drawn)	-0.1	12.1	0.9	5.2	1.9	0.8	-0.7	-0.2	-0.1	-0.9	-6.2
10	CS(=O)(=O)N1Cc2cnnn2-c2ccccc2C1C#N (stereo not drawn)	0.3	-13.4	-2.1	8.3	-2.5	-5.1	0.2	0.6	-0.8	-0.6	6.1
11	COc1ccc(-n2nnnc2C(c2ccccc2)N2CCC3(CC2)C(=O)NCN3c2ccccc2)cc1 (stereo not drawn)	·	3.5	0.7	-9.8	-7.3	-4.1	·	-2.2	-2.3	-1.3	-5.3
12	CC(C)[N+]12CCC(CC1)C(C(O)(c1ccccc1)c1ccccc1)C2 (stereo not drawn)	1.0	-0.7	2.3	1.2	-4.0	-4.3	-0.3	4.2	-0.2	-1.5	-0.7
13	O=C(CNC(=O)OCc1ccccc1)NCC(=O)Nc1ccc(Br)cc1C(=O)c1ccccc1	-0.1	-9.2	0.1	13.3	-1.1	-2.0	2.9	-2.5	0.4	-1.3	0.4
14	CSC1=NP(=S)(SC)N2CCCC2=C1C#N (stereo not drawn)	-1.0	13.7	1.0	-5.1	1.3	-3.7	-0.8	-1.4	-0.7	-1.4	5.1
15	N[C@H](CO)Cc1ccccc1	0.3	-7.6	1.0	11.2	4.3	-1.9	-0.9	0.8	-0.3	-1.3	5.3
16	N#CC1=C(N)Oc2cc(O)ccc2C1c1ccc2c(c1)OCO2 (stereo not drawn)	·	1.9	-1.3	-3.1	44.4*	0.1	3.1	-1.6	0.2	0.5	7.3
17	COC(=O)C1=C(c2ccc(OCc3ccccc3)cc2)C[C@@H]2CC[C@H]1N2C(=O)NCc1ccccc1OC	-1.4	17.2	-6.0	-6.9	-1.1	-3.2	-12.1	-4.2	-3.8	-2.0	3.5
18	CCCCCn1c(N)c(C(=O)NCc2cccs2)c2nc3ccccc3nc21	·	-76.3	-0.8	-5.3	7.0	-2.0	·	0.0	-0.9	-1.3	12.1
19	CCOC(=O)C1C(OC(=O)c2ccccc2)CC2CCC1N2C (stereo not drawn)	1.1	-6.6	2.3	5.7	0.4	-3.7	-3.0	-1.7	1.0	-1.3	6.1
20	COc1ccc2c(c1)c(CCN)c(C)n2Cc1ccccc1	-1.4	8.3	-1.1	6.4	-21.5	1.4	-1.0	0.2	0.6	-1.9	-25.7
21	Cc1ccc(C(=O)NC2CC3CCC(C2)N3)cc1 (stereo not drawn)	0.1	-0.9	-2.0	1.2	·	0.1	1.2	0.3	-0.1	-1.1	·
22	O=C(Nc1ccccc1)N1CC2CC(C1)c1cccc(=O)n1C2 (stereo not drawn)	1.2	-5.6	-1.6	-3.1	0.6	-1.5	0.0	-0.8	-0.1	-1.5	0.9
23	O=C(c1csc2c1CCCCC2)N1CCC2(CC1)OCCO2	-0.4	4.0	-2.3	-1.4	-2.6	0.5	2.6	-2.3	-0.2	0.8	-0.4
24	COC(=O)C1=C(c2ccc(S(C)(=O)=O)cc2)C[C@@H]2CC[C@H]1N2C(=O)NCc1ccc(C(F)(F)F)cc1	0.2	-0.2	0.9	6.4	-2.0	0.7	-2.0	-0.7	-0.7	-1.0	-8.9
25	COc1ccc2c(c1OC)CN1CCc3cc4c(cc3C1C2)OCO4 (stereo not drawn)	-2.3	-22.3	-2.5	0.5	-3.5	-2.7	-0.1	-2.8	-0.5	-1.2	-2.1
26	CC(C)c1ccc(N2C(=O)NC(=O)/C(=C\C=C\c3ccco3)C2=O)cc1	·	-16.6	-1.8	-0.1	2.1	-2.6	·	0.9	0.3	-0.8	-4.8
27	O=C(CN1C(=O)CCSc2ccccc21)N1CCC2(CC1)OCCO2	1.0	3.8	-0.5	4.0	0.6	-2.0	-2.2	-1.5	-0.5	-1.0	0.7
28	O=C(Nc1ccccc1OC(=O)N1CCCCC1)N1CCCCC1	0.5	-6.6	0.7	10.3	0.5	-1.8	0.8	-3.6	-0.1	-1.4	2.0
29	CC12CC(=O)C3C(CCC4CC(=O)C=CC43C)C1CCC2=O (stereo not drawn)	3.1	-3.7	-1.7	8.1	-1.6	0.5	4.5	-0.1	1.0	-2.0	3.5
30	CCC(=O)N1N=C2C3CCN(CC3)C2C1c1ccccc1 (stereo not drawn)	1.0	5.5	0.3	18.1	-0.4	-5.0	1.1	-1.4	-0.4	-1.1	-3.3
31	CC1CCCN(CC(=O)N2CCCc3ccccc32)C1 (stereo not drawn)	-0.2	-8.3	-0.6	-0.1	2.6	-1.0	-0.5	-2.2	-0.3	-1.4	-0.8
32	C=CCN1CC[C@@]2(C)c3cc(O)ccc3CC1[C@@H]2C	-1.7	-5.5	-0.3	-2.6	5.0	0.0	-1.0	0.8	0.8	-1.3	2.7
33	Cc1ccc(CN2C3CCCC2CC(NC(=S)NCc2ccccc2)C3)cc1 (stereo not drawn)	0.8	4.5	2.9	2.7	-5.8	0.3	-0.7	-1.8	0.0	-1.6	-4.0
34	O=C(CN1C(=O)[C@@H](Cc2c[nH]c3ccccc23)N=C(c2ccccc2)c2ccccc21)NC1CCCCC1	·	12.2	0.7	-81.0	-3.7	-3.3	·	-1.1	0.8	-1.1	-3.2
35	Cc1ccc(N2C(=O)NC(=O)C(CCc3ccccn3)(Cc3ccc(F)cc3)C2=O)cc1 (stereo not drawn)	0.6	-3.5	-1.3	8.7	-2.9	-0.8	1.6	-0.6	-0.2	-0.4	-3.1
36	O=C1NC(=O)N(Cc2ccc(F)cc2)C(=O)/C1=C\c1ccc([N+](=O)[O-])s1	-3.0	-12.6	-2.3	-9.4	-7.8	-2.3	1.1	-0.1	-0.3	-1.8	-6.1
37	O=C(c1cccc([N+](=O)[O-])c1)C12CN3CN(CN(C3)C1)C2	0.3	-6.9	1.1	5.2	3.7	-2.6	-1.2	-1.6	-0.1	-1.9	5.5
38	C=CCn1c(O)c(C=NCCCOc2ccc(CC)cc2)c(=O)[nH]c1=S	1.1	7.8	-0.1	0.4	1.9	-3.9	2.9	-1.0	0.4	-0.6	-0.8
39	Cc1ccc(C2CN(C)CC2C(=O)c2ccc(F)cc2)cc1 (stereo not drawn)	-1.0	-0.6	3.6	-6.3	-45.7	-2.5	1.7	0.1	-0.2	-1.9	-16.5
40	COC(=O)C1=C(c2cccc3c2S(=O)(=O)c2ccccc2-3)C[C@@H]2CC[C@H]1N2C(=O)N1CCOCC1	-1.1	-6.0	-3.7	0.1	-1.5	-0.4	-1.5	-1.6	0.4	-1.6	6.2
41	C[C@]12CCC3C(CC[C@H]4C[C@H](O)CC[C@]34C)C1[C@@H](O)[C@@H](O)[C@@H]2O (stereo partly drawn)	0.7	-6.5	-0.3	-0.5	0.5	2.9	-0.6	-0.8	-0.5	-1.1	-2.8
42	C=CCn1c(O)c(/C(C)=N/NC(=S)Nc2ccccc2)c(=O)[nH]c1=O	0.2	-12.2	4.2	-2.7	1.0	0.5	4.4	0.0	0.3	0.2	4.9
43	Cc1ccc2c(c1)C1CN(C)CCC1N2C(=O)c1cccs1 (stereo not drawn)	1.1	-7.7	0.5	4.5	-4.2	-0.5	1.5	2.0	0.5	-1.1	-4.3
44	COc1ccccc1N=Nc1c(O)[nH]c(=S)[nH]c1=O	-0.8	8.7	4.2	13.7	-4.3	0.8	2.6	-1.3	-0.8	-1.9	-9.0
45	CN1C(=O)/C(=C\c2ccc(N3CCCCCC3)cc2)C(=O)NC1=S	-0.2	4.1	0.6	0.0	6.1	-2.6	0.9	-0.4	-0.9	-1.7	-0.2
46	C[C@]12C=CC(=O)C=C1C=C[C@@H]1C2CC[C@]2(C)C(=O)CCC12 (stereo partly drawn)	0.8	-5.1	-1.1	-1.3	-2.6	2.0	2.0	-2.1	-0.1	-1.2	-1.8
47	CC12CC(O)C3C(CCC4=CC(=O)CCC43C)C1CCC2=O (stereo not drawn)	-0.1	-21.8	-2.0	16.9	4.2	-8.2	1.3	-2.1	-1.4	-0.7	1.5
48	Cc1cc(Cl)nc(N)n1	0.6	4.1	-0.3	-4.6	-3.5	-3.2	1.1	1.0	0.1	-1.0	0.4
49	Cc1c(C(=O)c2ccccc2)c2ccccc2n1C	-1.3	11.5	1.1	-4.0	-6.9	2.5	1.1	-1.7	-0.5	-1.1	-4.5
50	FC(F)=C(F)CCSc1ncn[nH]1	-0.6	0.9	-0.1	1.6	0.2	-3.8	0.7	0.4	-0.4	-1.9	-1.8
